GPT2 inh = blocks human glutamate pyruvate transaminase 2. Potency, µM (highest dose often 57.7 µM), inactives show at the top dose activity change, negative = inhibition, usual class: inhibitors. Q8TD30. Recombinant GPT2, coupled pyruvate oxidase/HRP Amplex Red fluorescence. 0.25% of 100,000 active; also: potency is read from the fitted curve at half-maximal effect; nearly all actives have a fitted effect of over 60% in size; many of its hits are not listed in these tables
Target sequence (Q8TD30 whole entry, looked up): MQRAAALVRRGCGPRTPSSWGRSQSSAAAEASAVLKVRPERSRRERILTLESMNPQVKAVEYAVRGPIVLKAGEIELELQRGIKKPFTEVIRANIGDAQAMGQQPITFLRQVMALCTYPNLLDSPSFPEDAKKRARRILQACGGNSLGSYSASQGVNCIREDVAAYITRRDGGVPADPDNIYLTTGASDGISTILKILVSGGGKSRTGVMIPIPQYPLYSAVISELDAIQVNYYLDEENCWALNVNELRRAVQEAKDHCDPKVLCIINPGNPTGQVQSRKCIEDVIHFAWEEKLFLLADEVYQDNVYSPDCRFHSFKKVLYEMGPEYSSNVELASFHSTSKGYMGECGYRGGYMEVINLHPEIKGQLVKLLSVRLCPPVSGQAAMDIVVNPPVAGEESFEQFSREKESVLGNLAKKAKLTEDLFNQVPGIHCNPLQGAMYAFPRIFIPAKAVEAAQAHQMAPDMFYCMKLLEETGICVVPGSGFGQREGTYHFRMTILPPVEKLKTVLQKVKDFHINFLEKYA
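Fluorescence of coupled pyruvate oxidase/HRP/Amplex Red system (50uM Amplex, 30 min, dark) reports pyruvate formed by GPT2. Enzyme reaction: 10ng/uL GPT2, 2mM L-alanine, 250uM a-KG, 30 min room temperature, pH 7.5; 50uM AOA control.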
IP6K1 inhibitor = IP6K1 kinase inhibition | Q92551 | 0.81% of 140,000 active | activity change, % (series mostly up to about 58 µM) | IP6K1 kinase, ADP-Glo luminescence, 2 h; active compounds read low; in the data active = activity change below about -25%
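ADP-Glo luminescence measures ADP made by human IP6K1 during a 2 h RT reaction with ATP/IP6 (mix at 1.3 mM/130 uM); top library doses 57.5 and 19.1 uM final.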
HEK cytotox = HEK 293 cell cytotoxicity; HEK 293 viability, ATP luminescence (CellTiter-Glo), 48-72 h; Potency, µM (doses to about 115 µM), without a hit: at the top dose activity change, negative = cytotoxicity, usual class: inhibitors; 6.6% of 94,000 active; AID 1345083; also: potency is read from the fitted curve at half-maximal effect; nearly all actives have a fitted effect of over 60% in size
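Cytotoxicity was scored by loss of ATP-coupled luminescence (CellTiter-Glo) in HEK 293 cells. Compound treatment ran 48 or 72 hr at 37 degree Celsius, 5% CO2, 95% humidity.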
SNCA viab count = cell viability loss counter-screen; HEK-293-SNCA-luc viability, GF-AFC fluorescence, 24 h; Potency, µM (titrated, usually from 57.1 µM), for the others: top-dose activity change, negative = cytotoxicity, usual class: cytotoxic; 0.12% of 150,000 active; AID 1671193;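 also: potency is read from the fitted curve at half-maximal effect; 0% = DMSO-treated cells and -100% = medium-only wells without cells; nearly all actives have a fitted effect of over 30% in size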
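Cytotoxicity counterscreen: after 24 h compound treatment of genome-edited SNCA-luciferase HEK-293 cells, live-cell protease substrate GF-AFC read by fluorescence after 30 min; activity scaled between DMSO (0%) and medium-only (-100%), curves Hill-fitted.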
SNCA expr inh = SNCA gene expression inhibition; HEK-293 SNCA-luciferase knock-in, luminescence, 24 h; Potency, µM (doses to about 57.2 µM), without a hit: at the top dose activity change, negative = inhibition, most hits filed as inhibitors; 0.17% of 140,000 active;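 also: potency is read from the fitted curve at half-maximal effect; plate controls were DMSO cells for no effect and cell-free wells for full effect; nearly all actives have a fitted effect of over 45% in size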
NIH3T3 tox = NIH 3T3 cell cytotoxicity. NIH 3T3 viability, CellTiter-Glo ATP luminescence, 48-72 h. Potency, µM (titrated, usually from 96.7 µM), without a hit: top-dose activity change, negative = cytotoxicity, hits mostly inhibitors. 4.3% of 94,000 active. AID 1345082; also: potency is read from the fitted curve at half-maximal effect; nearly all actives have a fitted effect of over 55% in size
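Luminescent ATP readout (CellTiter-Glo, 10 min RT) after 48 or 72 hr compound exposure of NIH 3T3 cells seeded at 400 cells/well in 1536-well format; quantitative HTS.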
FLuc inh = inhibitors of firefly (Photinus pyralis) luciferase; 2.5% of 76,000 active; purified P. pyralis luciferase, luminescence, biochemical; Potency, µM (series often up to 115 µM), for the others: top-dose activity change, negative = inhibition, usual class: inhibitors; also: potency is read from the fitted curve at half-maximal effect; nearly all actives have a fitted effect of over 65% in size
Target sequence (P08659 whole entry, looked up): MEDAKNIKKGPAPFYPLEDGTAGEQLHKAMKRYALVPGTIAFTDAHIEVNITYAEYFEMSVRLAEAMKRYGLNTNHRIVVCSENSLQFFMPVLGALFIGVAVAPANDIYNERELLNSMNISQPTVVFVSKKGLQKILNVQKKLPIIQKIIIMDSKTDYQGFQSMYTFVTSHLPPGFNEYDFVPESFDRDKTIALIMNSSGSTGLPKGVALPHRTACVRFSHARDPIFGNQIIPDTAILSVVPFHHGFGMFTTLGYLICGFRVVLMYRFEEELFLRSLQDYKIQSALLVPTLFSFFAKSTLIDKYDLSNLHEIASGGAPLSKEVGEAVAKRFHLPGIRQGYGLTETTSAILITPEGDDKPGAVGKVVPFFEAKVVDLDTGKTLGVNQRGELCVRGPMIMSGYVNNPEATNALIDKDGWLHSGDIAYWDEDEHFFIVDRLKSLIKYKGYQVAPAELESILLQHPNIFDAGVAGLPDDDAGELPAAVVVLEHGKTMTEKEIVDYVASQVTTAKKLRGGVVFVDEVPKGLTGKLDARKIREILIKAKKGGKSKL
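Purified P. pyralis luciferase (10nM final) in 50mM Tris acetate pH 7.5, 10mM Mg acetate, 0.01% Tween-20, 0.05% BSA with 10uM D-luciferin and 10uM ATP. Compounds titrated qHTS. Luminescence imaged on CCD.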
Numbers without * were called inactive; i = inactive; ? = inconclusive; nt = no result given; [ ] = dose if it differs, or a comment. Unless noted, calls follow the shape of the dose curve; as a rule, active = well fitted curve in the direction sought with a large enough effect; inconclusive = small, poorly fitted or top-dose-only effect, or another doubt; inactive = no such curve, though single readings can be large; an effect the other way counts as inactive or inconclusive. Unless noted, % is scaled to controls: 0 for no effect and ±100 for the full control effect.

Letter code: A = GPT2 inh; B = IP6K1 inhibitor; C = HEK cytotox; D = SNCA viab count; E = SNCA expr inh; F = NIH3T3 tox; G = FLuc inh
1. O=C1COc2ccc(-c3ccccc3)nc2CN1
  A = i | B = -11 | C = -17%[230 µM] | D = 1%[87.6 µM] | E = 20%[87.6 µM] | F = ? | G = 2%[230 µM]

2. CN1CCC(N2CC[C@H](CO)[C@H](N(C)C)C2)CC1
  A = -1% | B = 26 | C = -6% | D = 4%[12.5 µM] | E = 14% | F = 3% | G = 10%

3. O=C(O)c1ccc(CNCc2ccc(Cl)cc2)s1
  A = nt | B = 4 | C = nt | D = -5% | E = -1% | F = nt | G = nt

4. CCNC(=O)[C@@H]1CCCN1C1(C(=O)NC)CCC1
  A = -23%[88.5 µM] | B = 1 | C = i | D = 4%[87.6 µM] | E = 3%[87.6 µM] | F = i | G = -5%[230 µM]

5. CC(C)CCN1CCC2(CC1)COc1ccccc1NC2=O
  A = i | B = 28 | C = -3%[172 µM] | D = 7%[87.6 µM] | E = -1%[87.6 µM] | F = -20%[138 µM] | G = 4%[172 µM]

6. Cc1ccc(CN2C[C@@H]3C(=O)N(CCCN4CCCC4=O)C(=O)[C@@H]3C2)cc1C
  A = -8% | B = 10 | C = -26% | D = -7% | E = -2% | F = -16% | G = 7%

7. COc1ccc(F)cc1-c1ccc(CN)cc1
  A = -5%[88.5 µM] | B = -5 | C = ? | D = -5%[87.6 µM] | E = 39%[activator][87.6 µM] | F = ? | G = nt

8. Fc1cccc(-n2ncc3c2ncn2nc(Cc4ccccc4)nc32)c1
  A = nt | B = -1 | C = nt | D = -5% | E = -3% | F = nt | G = nt

9. O=C(CN1C(=O)NC2(CCOCC2)C1=O)NCc1ccc2c(c1)OCO2
  A = 3% | B = -4 | C = 1% | D = -1% | E = -20% | F = 0% | G = 0%

10. COC[C@@H]1CN(C(=O)c2cccn2C)C[C@H]1c1ccncc1
  A = i | B = -12 | C = -1% | D = -4% | E = -1% | F = -8% | G = 3%

Overlap with the part before: 2 entries; new compounds follow.
Letter code: A = GPT2 inh; B = IP6K1 inhibitor; C = HEK cytotox; D = SNCA viab count; E = SNCA expr inh; F = NIH3T3 tox; G = FLuc inh
9. O=C(CN1C(=O)NC2(CCOCC2)C1=O)NCc1ccc2c(c1)OCO2
  A = 3% | B = -4 | C = 1% | D = -1% | E = -20% | F = 0% | G = 0%

10. COC[C@@H]1CN(C(=O)c2cccn2C)C[C@H]1c1ccncc1
  A = i | B = -12 | C = -1% | D = -4% | E = -1% | F = -8% | G = 3%

11. CC(=O)Nc1c(C)nn(-c2ccccc2)c1N1CCC(C(=O)NCc2cccc(Cl)c2)CC1
  A = nt | B = 0 | C = nt | D = 1% | E = -10% | F = nt | G = nt

12. c1ccc(CCCN2Cc3[nH]cnc3C[C@H]2c2nc(-c3cnccn3)no2)cc1
  A = 3%[88.5 µM] | B = 0 | C = -9%[172 µM] | D = 0%[87.6 µM] | E = 15%[87.6 µM] | F = -33%[174 µM] | G = -3%[172 µM]

13. COc1ccc(-c2noc(CC3CCN(C(=O)Cc4cccc(C)c4)CC3)n2)cc1
  A = i | B = 17 | C = 40µM* | D = -28% | E = ? | F = ? | G = 5%

14. COc1ccc(-n2nc(C(=O)N3CCCC(C)C3)c3c4ccccc4n(C)c3c2=O)cc1Cl (configuration not stated)
  A = nt | B = 10 | C = nt | D = ? | E = 4% | F = nt | G = nt

15. Cc1ccc(-c2noc(C(C)NC(=O)c3ccco3)n2)cc1 (configuration not stated)
  A = nt | B = 6 | C = nt | D = 6% | E = 9% | F = nt | G = nt

16. CCOC(=O)c1[nH]c2ccccc2c1NC(=O)c1cc(OCC)c(OCC)c(OCC)c1
  A = nt | B = 25 | C = nt | D = -17% | E = 10% | F = nt | G = nt

17. COc1ccccc1Nc1ncc2c(n1)CN(C(=O)c1cccc(C#N)c1)CCN2
  A = i | B = 13 | C = 79µM* | D = -11%[87.6 µM] | E = ? | F = -24%[138 µM] | G = -5%[172 µM]

18. Cc1cccc(C(=O)OCc2cc(=O)n3nc(-c4cccs4)sc3n2)c1
  A = nt | B = -5 | C = nt | D = -12% | E = 32%[activator] | F = nt | G = nt

19. O=C(Cn1c(=O)n(Cc2ccccc2)c(=O)c2sc3ccccc3c21)Nc1ccc(F)cc1
  A = nt | B = -6 | C = nt | D = -13% | E = -21% | F = nt | G = nt

20. O=C(CSC1=Nc2ccccc2N=C(c2ccc(F)cc2)C1)NCc1ccccc1
  A = nt | B = -9 | C = nt | D = 3% | E = 24% | F = nt | G = nt

21. CC(=O)Nc1cc(C(=O)NCc2ccccc2C)c2ccc(C)nc2c1
  A = -11% | B = 27 | C = 0% | D = -13% | E = -12% | F = 2% | G = 0%

22. Cc1ccc(C)c(CCNC(=O)[C@H]2CNC[C@H](C(=O)N3CCOCC3)C2)c1
  A = -5% | B = 4 | C = -9% | D = 1% | E = -1% | F = -17% | G = -2%

23. CCOC(=O)[C@H]1[C@@H](O)C(=O)N(Cc2ccccc2)C12CCN(C(=O)CC)CC2
  A = nt | B = 17 | C = -9% | D = nt | E = nt | F = ? | G = nt

24. COc1ccc(CCC(=O)NCC2Cn3cccc3C(=O)N2Cc2cccnc2)cc1 (configuration not stated)
  A = 1% | B = 0 | C = 2% | D = -9% | E = ? | F = -9% | G = nt

25. COc1ccccc1S(=O)(=O)N1C[C@@H]2C(CN(C)C)[C@@H]2C1 (some centres not stated)
  A = -14% | B = 6 | C = -13% | D = 9% | E = -19% | F = -12% | G = -2%

26. Cc1ccccc1C(=O)N1CCC(N2C(=O)c3c(c(C)nn3-c3ccccc3)C2C2CC2)CC1 (configuration not stated)
  A = nt | B = 13 | C = ? | D = nt | E = nt | F = ? | G = nt

27. CC(C)(O)c1cc(CC2(NCc3ccc(OC(F)(F)F)cc3)COC2)no1
  A = -15%[88.5 µM] | B = -5 | C = ? | D = 7%[87.6 µM] | E = -29%[87.6 µM] | F = ? | G = 0%[172 µM]

28. COc1cccc(-c2ccc(CN3CCCC(NC(=O)Cc4cccc(Cl)c4)C3)cc2)c1 (configuration not stated)
  A = 3% | B = 2 | C = ? | D = ? | E = -28% | F = ? | G = nt

29. O=C(C(=O)N1CCC(c2cc(Cc3ccccc3)[nH]n2)CC1)c1cccnc1
  A = i[11.5 µM] | B = 11 | C = ? | D = 7% | E = 6% | F = ? | G = -10%

30. COc1ccc(CCC(=O)N2CCOCCNC(=O)CC2)cc1
  A = i | B = 8 | C = 4% | D = 3% | E = 12% | F = -16% | G = -13%

Values by screen from the list.
Nos. 21 to 24 in GPT2 inh, in turn: -11%, -5%, nt, 1%

Continued:
Letter code: A = GPT2 inh; B = IP6K1 inhibitor; C = HEK cytotox; D = SNCA viab count; E = SNCA expr inh; F = NIH3T3 tox; G = FLuc inh
31. COc1ccc(Cl)cc1-c1cc2c(cn1)CN(Cc1cccnc1)CCN2
  A = 1%[88.5 µM] | B = -14 | C = ? | D = 0%[87.6 µM] | E = 64%[activator][87.6 µM] | F = ? | G = -11%[172 µM]

32. Cc1cccc(N2C(=O)CC(c3ccc(F)cc3)C3=C2COC3=O)c1 (configuration not stated)
  A = nt | B = -7 | C = nt | D = -3% | E = 5% | F = nt | G = nt

33. CNC(=O)[C@@H]1CN(S(=O)(=O)c2c(C)noc2C)C[C@H]1c1n[nH]c(C)n1
  A = i | B = 11 | C = i | D = 10% | E = -4% | F = -1% | G = -4%

34. CN(C)c1ccc(CN2CCC3(C2)C(=NC2CCCC2)NC(=O)N3c2cc(F)cc(F)c2)cc1 (configuration not stated)
  A = i | B = -18 | C = ? | D = -16% | E = ? | F = ? | G = nt

35. O=C(N1CCC(N[S+](=O)([O-])Cc2ccccc2)CC1)N1CC2CC(C1)[C@H]1CCCC(=O)N1C2 (some centres not stated)
  A = -5% | B = 6 | C = 10% | D = -8% | E = -27% | F = i | G = 3%

36. COc1cc(C2CC(=O)N(c3ccc(C)c(Cl)c3)C3=C2C(=O)OC3)cc(OC)c1OC (configuration not stated)
  A = nt | B = 11 | C = nt | D = -3% | E = 2% | F = nt | G = nt

As a short view, some entries already given.
Letter code: A = GPT2 inh; B = IP6K1 inhibitor; C = HEK cytotox; D = SNCA viab count; E = SNCA expr inh; F = NIH3T3 tox; G = FLuc inh
12. c1ccc(CCCN2Cc3[nH]cnc3C[C@H]2c2nc(-c3cnccn3)no2)cc1
  A = 3%[88.5 µM] | B = 0 | C = -9%[172 µM] | D = 0%[87.6 µM] | E = 15%[87.6 µM] | F = -33%[174 µM] | G = -3%[172 µM]

13. COc1ccc(-c2noc(CC3CCN(C(=O)Cc4cccc(C)c4)CC3)n2)cc1
  A = i | B = 17 | C = 40µM* | D = -28% | E = ? | F = ? | G = 5%

14. COc1ccc(-n2nc(C(=O)N3CCCC(C)C3)c3c4ccccc4n(C)c3c2=O)cc1Cl (configuration not stated)
  A = nt | B = 10 | C = nt | D = ? | E = 4% | F = nt | G = nt

15. Cc1ccc(-c2noc(C(C)NC(=O)c3ccco3)n2)cc1 (configuration not stated)
  A = nt | B = 6 | C = nt | D = 6% | E = 9% | F = nt | G = nt

16. CCOC(=O)c1[nH]c2ccccc2c1NC(=O)c1cc(OCC)c(OCC)c(OCC)c1
  A = nt | B = 25 | C = nt | D = -17% | E = 10% | F = nt | G = nt

17. COc1ccccc1Nc1ncc2c(n1)CN(C(=O)c1cccc(C#N)c1)CCN2
  A = i | B = 13 | C = 79µM* | D = -11%[87.6 µM] | E = ? | F = -24%[138 µM] | G = -5%[172 µM]

18. Cc1cccc(C(=O)OCc2cc(=O)n3nc(-c4cccs4)sc3n2)c1
  A = nt | B = -5 | C = nt | D = -12% | E = 32%[activator] | F = nt | G = nt

19. O=C(Cn1c(=O)n(Cc2ccccc2)c(=O)c2sc3ccccc3c21)Nc1ccc(F)cc1
  A = nt | B = -6 | C = nt | D = -13% | E = -21% | F = nt | G = nt

20. O=C(CSC1=Nc2ccccc2N=C(c2ccc(F)cc2)C1)NCc1ccccc1
  A = nt | B = -9 | C = nt | D = 3% | E = 24% | F = nt | G = nt

21. CC(=O)Nc1cc(C(=O)NCc2ccccc2C)c2ccc(C)nc2c1
  A = -11% | B = 27 | C = 0% | D = -13% | E = -12% | F = 2% | G = 0%

22. Cc1ccc(C)c(CCNC(=O)[C@H]2CNC[C@H](C(=O)N3CCOCC3)C2)c1
  A = -5% | B = 4 | C = -9% | D = 1% | E = -1% | F = -17% | G = -2%

23. CCOC(=O)[C@H]1[C@@H](O)C(=O)N(Cc2ccccc2)C12CCN(C(=O)CC)CC2
  A = nt | B = 17 | C = -9% | D = nt | E = nt | F = ? | G = nt

Screens: PubChem, National Center for Advancing Translational Sciences (NCATS)
